TDP1 block: inhibitors of human tyrosyl-DNA phosphodiesterase TDP1. Potency, µM (highest dose often 130 µM), for inactives: at the top dose activity change, negative = inhibition, actives largely listed as inhibitors. hit rate 0.28% among 350,000. Q9NUW8. recombinant TDP1, AlphaScreen DNA substrate cleavage; also: nearly all actives have a fitted effect of over 40% in size
Target sequence (Q9NUW8 whole entry, looked up): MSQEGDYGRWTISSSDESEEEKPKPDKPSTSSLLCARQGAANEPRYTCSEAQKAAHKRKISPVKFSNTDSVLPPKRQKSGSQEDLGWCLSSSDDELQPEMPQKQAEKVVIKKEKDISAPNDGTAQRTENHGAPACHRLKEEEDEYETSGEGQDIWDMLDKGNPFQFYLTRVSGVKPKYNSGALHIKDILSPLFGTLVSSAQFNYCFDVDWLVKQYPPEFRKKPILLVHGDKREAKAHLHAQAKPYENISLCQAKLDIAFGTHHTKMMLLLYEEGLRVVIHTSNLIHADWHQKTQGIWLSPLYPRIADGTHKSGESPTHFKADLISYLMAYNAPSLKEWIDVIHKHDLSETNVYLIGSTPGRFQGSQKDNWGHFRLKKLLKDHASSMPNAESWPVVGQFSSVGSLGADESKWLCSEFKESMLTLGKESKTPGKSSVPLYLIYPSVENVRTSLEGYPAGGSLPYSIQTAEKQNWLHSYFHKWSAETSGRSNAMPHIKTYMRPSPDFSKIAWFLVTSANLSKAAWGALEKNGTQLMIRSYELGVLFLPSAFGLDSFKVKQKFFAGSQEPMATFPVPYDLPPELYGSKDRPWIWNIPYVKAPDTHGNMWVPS
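Here, a 5' biotin and 3' phosphotyrosine-FITC DNA oligonucleotide reports Tdp1 activity: intact substrate bridges AlphaScreen beads, while cleavage leaves a 3' phosphate and drops signal. All incubations at room temperature.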
FEN1 inh: blocks human flap endonuclease 1; P39748; Recombinant FEN1 flap cleavage, fluorescence, 15 min; Potency, µM (series often up to 114 µM), for inactives: at the highest dose activity change, negative = inhibition, actives largely listed as inhibitors; hit rate 0.35% among 390,000; AID 588795; also: nearly all actives have a fitted effect of over 65% in size
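Enzyme 10 nM, 15 min RT preincubation with compound; start with substrate 50 nM final; reads at 0 and 15 min; qHTS titration, four-parameter Hill fit.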
N370S GC: inhibits or activates N370S mutant glucocerebrosidase; P04062; N370S GC spleen homogenate, 4MU-glucoside fluorescence; Potency, µM (series often up to 59.4 µM), without a hit: top-dose activity change, negative = inhibition, hits mostly inhibitors; hit rate 0.092% among 330,000;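 also: 0% = full enzyme activity and -100% = no enzyme basal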
* hit, by the source's call; ? = inconclusive; . = no result given; & = joins results of further samples; [ ] = another dose, or the depositor's remark. Calls follow the shape of the dose curve; as a rule, active = well fitted curve in the direction sought with a large enough effect; inconclusive = small, poorly fitted or top-dose-only effect, or another doubt; inactive = no such curve, though single readings can be large; an effect the other way counts as inactive or inconclusive. Unless noted, % is scaled to controls: 0 for no effect and ±100 for the full control effect; potency is read from the fitted curve at half-maximal effect. An excerpt; count on the stated rates, not on these rows.

item | Molecule | TDP1 block | FEN1 inh | N370S GC
1 | CCC(C)n1ncn(-c2ccc(N3CCN(c4ccc(OCC5COC(Cn6cncn6)(c6ccc(Cl)cc6Cl)O5)cc4)CC3)cc2)c1=O (stereo not drawn) | 8.2%&5.8%&6.0% | -0.8% | 9.0%&-9.9%&3.4%
2 | COc1ccc(-n2ccn(CC(=O)Nc3ccc(C)c(C)c3)c(=O)c2=O)cc1OC | 3.9% | -18.1% | .
3 | COc1ccc(C(=O)CC(=O)c2ccc(C(C)(C)C)cc2)cc1 | 20µM* | -28.8% | -2.4%
4 | O=C(c1ccc(F)cc1)C1CCN(CCn2c(=O)[nH]c3ccccc3c2=O)CC1 | 3.7% | -6.3%&0.2% | 1.3%
5 | O=C(NCCc1c[nH]c2ccccc12)c1cccnc1 | 8.2% | -12.1% | 10.9%
6 | CN(C)CCOC(=O)[C@@H](c1ccccc1)C1(O)CCCC1 | 4.2% | . | 11.1%[21.6 µM]
7 | CCN(CC)CCNC(=O)c1cc(Cl)c(N)cc1OC | 8.2% | 5.2% | -12.1%
8 | CCCCCCN | 3.1% | . | 15.3%
9 | O=C(O)[C@H]1[C@H]2C[C@H]3c4[nH]c5ccccc5c4CCN3C[C@@H]2CC[C@@H]1O | 10.7% | . | -11.0%
10 | COc1ccc(CNC(=O)C2CCCN(c3nnc(C)c4c(C)n(-c5ccc(C)cc5)nc34)C2)cc1 (stereo not drawn) | 5.6% | 7.4% | .
11 | CCC(=O)O | 1.0% | . | -4.1%
12 | CC(=O)Nc1ccc(C(=O)O)cc1 | 2.9%&4.8% | 1.9% | 6.4%
13 | CCOC(=O)N1CCc2c(sc3c2c(=O)n(Cc2ccccc2)c(=O)n3CC(=O)Nc2ccc(F)cc2)C1 | 1.3% | -21.2% | .
14 | Cc1c(NC(=O)c2cccnc2)c(=O)n(-c2ccccc2)n1C | 9.6%[56.1 µM] | 10.0% | 11.0%
15 | O=c1[nH]c2cc(C(F)(F)F)c(N3CCOCC3)cc2n(CP(=O)(O)O)c1=O | -7.1% | . | 8.6%
16 | C[C@@H](N)C1CCC(C(=O)Nc2ccncc2)CC1 (stereo partly drawn) | -6.4%&6.1%&8.5%&9.9% | . | 0.0%&0.6%&9.2%&10.9%
17 | CC[C@H](Cc1c(I)cc(I)c(N)c1I)C(=O)O | 4.8%[56.1 µM] | . | 3.5%[21.6 µM]
18 | CCCN[C@@H](C)C(=O)Nc1c(C)csc1C(=O)OC | -4.8%[56.1 µM] | . | 1.8%[21.6 µM]
19 | CN(C)CCOC(C)(c1ccccc1)c1ccccn1 (stereo not drawn) | 8.2% | 4.1%[57.1 µM] | 7.3%&3.6%&3.4%&-2.5%
20 | CN1CCN(CCC(=O)N2c3ccccc3Sc3ccc(C(F)(F)F)cc32)CC1 | 6.2%&4.7% | -2.0% | 25.8%
21 | OCCN1CCN(CCCN2c3ccccc3Sc3ccc(Cl)cc32)CC1 | 8.4% | 9.4% | ?
22 | O=C(CC1N=C2c3ccccc3N=C(SCc3ccc(F)cc3)N2C1=O)NC1CCCCC1 (stereo not drawn) | 5.4% | 1.3% | .
23 | CCN1CCN(CCCNC(=O)c2cc3c(s2)-c2c(C)cccc2OC3)CC1 | -2.9% | -10.8% | .
24 | CC(=O)O[C@@]1(C(C)=O)CCC2C3C=C(Cl)C4=CC(=O)C5CC5[C@@]4(C)C3CC[C@]21C (stereo partly drawn) | -5.3% | . | 16.4%
25 | C1CCC(C(CC2CCCCN2)C2CCCCC2)CC1 (stereo not drawn) | -5.5% | 9.0%&-1.9% | -17.9%&-24.4%&-23.8%

The list goes on:
item | Molecule | TDP1 block | FEN1 inh | N370S GC
26 | OC(C#CCN1CCCC1)(c1ccccc1)c1ccccc1 | 1.0%&3.7% | 1.1% | -3.3%
27 | CCOc1ccccc1C(N)=O | 2.5% | 10.0% | 2.1%
28 | Cc1ccc(CN2CCN(Cc3cccc4nccnc34)CC2CCO)cc1 (stereo not drawn) | . | 5.6% | -0.9%
29 | c1ccc(CN(CC2=NCCN2)c2ccccc2)cc1 | 3.6% | 1.6%&6.9% | -2.8%
30 | C/C=C\C(=O)N(CC)c1ccccc1C | 7.2%[21 µM] | . | -4.5%[21.6 µM]
31 | CN(C(=O)CCCOc1ccc2[nH]c(=O)ccc2c1)C1CCCCC1 | 10.7%&12.8%[56.1 µM] | . | 1.2%&1.8%
32 | O=c1cc(-c2ccc(O)cc2)oc2cc(O[C@H]3OC(CO)C(O)C(O)C3O)cc(O)c12 (stereo partly drawn) | 11.3%[56.1 µM] | . | -13.0%
33 | COc1ccc(S(=O)(=O)N2c3ccc(Cl)cc3[C@](O)(c3ccccc3Cl)[C@@H]2C(=O)N2CCC[C@H]2C(N)=O)cc1OC | 9.9% | . | -10.4%
34 | O=C(NCc1ccco1)c1ccc2c(c1)N(Cc1cccc(Cl)c1)C(=O)c1ccccc1S2=O (stereo not drawn) | 0.9% | -3.1% | .
35 | CC12CCC(CC1)C(C)(C)O2 | 7.2%&4.2% | 8.2% | 2.6%&-0.4%
36 | CC(C)C1C(=O)N(S(C)(=O)=O)[C@H]2CCN(C(=O)/C=C/CN3CCCCC3)[C@@H]12 (stereo partly drawn) | 10.8% | . | 4.5%
37 | O=C(O)CCC/C=C\C[C@@H]1[C@@H](CC[C@@H](O)CCc2ccccc2)[C@H](O)C[C@@H]1O | 10.2% | . | 11.9%
38 | Cc1c(I)c(=O)n(-c2ccccc2)n1C | 2.1% | . | -17.3%
39 | COc1ccc(CC(=O)NCC(c2cccs2)S(=O)(=O)c2ccc(Cl)cc2)cc1 (stereo not drawn) | ? | -20.6% | .
40 | CC1(C)O[C@@H]2C[C@@H]3[C@H]4C[C@@H](F)C5=CC(=O)C=C[C@]5(C)[C@@]4(F)[C@@H](O)C[C@]3(C)[C@]2(C(=O)CO)O1 | 4.1% | . | -7.2%
41 | CCCn1cnc2c1c(=O)n(CCCCC(C)=O)c(=O)n2C | 10.7%[56.1 µM] | 14.4% | 0.3%&-14.5%
42 | COc1ccc(CCNc2nc(SCc3ccccc3Cl)nc3ccccc23)cc1OC | -3.4% | 11.4% | .
43 | O=C(CCNNC(=O)c1ccncc1)NCc1ccccc1 | -3.6% | 9.4% | 6.5%
44 | COc1cc(O)c2c(=O)cc(-c3ccc(OC)c(-c4c(O)cc(O)c5c(=O)cc(-c6ccc(O)cc6)oc45)c3)oc2c1 | 11.3%[56.1 µM] | . | 11.3%
45 | CCN(CC)CCOC(=O)C1(c2ccccc2)CCCC1 | -0.7% | -6.2% | ?
46 | CCCNC(=O)C1CCC(Cn2c(=O)c3sccc3n(CC(=O)NCc3ccccc3)c2=O)CC1 (stereo not drawn) | 4.5% | -4.7% | .
47 | Cc1ccccc1OC[C@H](O)CO | 8.3%[56.1 µM] | . | 0.8%[21.6 µM]
48 | O=C(O)CNC(=O)c1ccccc1I | 9.5%&6.4% | . | -4.8%
49 | NC(=O)c1cn(Cc2c(F)cccc2F)nn1 | 6.9% | -8.1% | 0.3%&0.6%
50 | CCC[C@H](N[C@@H](C)C(=O)N1[C@@H]2CCCC[C@H]2C[C@H]1C(=O)O)C(=O)OCC | 2.0% | . | -4.7%

(list continues)
item | Molecule | TDP1 block | FEN1 inh | N370S GC
51 | COC(=O)C1=CO[C@@H](O[C@H]2OC(CO)C(O)C(O)C2O)C2C1CC(O)C2C (stereo partly drawn) | 1.0%[56.1 µM] | . | 2.6%
52 | CCCNC(C)C(=O)Nc1c(C)csc1C(=O)OC (stereo not drawn) | . | 1.6% | 3.3%
53 | CCOCCCNC(=O)C(=O)Nc1c2c(nn1-c1ccc(OC)cc1)CSC2 | 7.8% | 21.6% | .
54 | Cc1cc(-c2ccccc2)nnc1NCCN1CCOCC1 | 8.2% | 1.8% | -17.7%
55 | O=c1cc(-c2ccc(O)cc2)oc2cc(OC3OC(CO)C(O)C(O)[C@H]3O[C@@H]3OC[C@@](O)(CO)C3O)cc(O)c12 (stereo partly drawn) | 13.2%[56.1 µM] | . | -25.3%
56 | CC(=O)c1ccc2c(c1)N(CCCN(C)C)c1ccccc1S2 | 6.2%[21 µM] | 0.7% | -2.1%[21.6 µM]
57 | CCOC(=O)C(CCc1ccccc1)NC(C)C(=O)N1Cc2ccccc2CC1C(=O)O (stereo not drawn) | 2.8%[56.1 µM] | . | 9.7%
58 | c1ccc(CC2=NCCN2)cc1 | 4.8% | 0.9% | -5.6%
59 | CC(=O)C1CCC2C3CC(C)C4=CC(=O)CC[C@@]4(C)C3C(O)C[C@@]12C (stereo partly drawn) | 9.0%[56.1 µM] | . | 8.1%
60 | CC1(C)Cc2c(sc(NC(=S)NC(=O)c3ccccc3)c2C(=O)O)CO1 | 1.2% | -5.6% | -0.2%
61 | Cc1[nH]n2c(=O)cc(-c3ccc(Cl)cc3)nc2c1-c1ccccc1 | 13.6% | -22.8% | .
62 | C/C=C(/C)C(=O)O[C@@H]1c2c(ccc3ccc(=O)oc23)OC(C)(C)[C@@H]1OC(=O)/C(C)=C\C | -1.3% | -2.6% | ?
63 | CC(=O)OCC1=C[C@@H]2OC(=O)C3=CO[C@@H](O[C@@H]4O[C@H](CO)[C@@H](O)[C@H](O)[C@H]4O)[C@H]1[C@@H]32 | 0.6% | 2.2% | .
64 | COC(=O)c1ccc(O)cc1 | 5.1% | 6.8% | 1.0%&-4.0%
65 | CN1CCOC(c2ccccc2)c2ccccc2C1 (stereo not drawn) | 11.9%[56.1 µM] | -4.4% | -2.0%&-4.5%
66 | CC(COc1ccccc1)NC(C)C(O)c1ccc(O)cc1 (stereo not drawn) | 2.7% | -4.3% | -25.6%&-26.8%
67 | Oc1ccc(/C=C/c2cc(O)cc(O)c2)cc1 | 4.8% | -15.6% | -9.1%&-18.6%&-12.3%&-26.6%&-28.8%&15.9%
68 | CCOc1ccc(NC(=O)Cn2cc(C(=O)c3ccco3)c3ccccc32)cc1 | 1.1%&3.9% | 10.0%&8.8% | 11.2%
69 | COc1ccc(C2=NC(c3ccc(Cl)cc3)C(c3ccc(Cl)cc3)N2C(=O)N2CCNC(=O)C2)c(OC(C)C)c1 (stereo not drawn) | 14.8% | . | -2.7%
70 | Cc1ccc(C)c(NC(=O)Cn2cc(C(=O)c3ccco3)c3ccccc32)c1 | -4.2% | -23.4% | .
71 | NC(=O)c1cccc(-c2cc(Nc3ccc(OC(F)(F)F)cc3)ncn2)c1 | 1.2% | -30.6% | -5.8%

Screening data deposited in PubChem by National Center for Advancing Translational Sciences (NCATS).
